# Source: PubChem (NCI)
# All columns: NCI-60 one-dose screen, growth in % after 48 h at 10 µM unless noted; 100 = growth as untreated, 0 = no growth, -100 = all killed.
# SF-539: SF-539 CNS cancer | 81,000 tested, 6.8% active
# PC-3: PC-3 prostate cancer cells; 80,000 tested, 3.9% active; AID 1794754
# SF-268: SF-268 CNS cancer cells; 82,000 tested, 3.1% active
# DU-145: DU-145 prostate cancer; AID 1794760; 81,000 tested, 4.2% active
# SNB-75: SNB-75 CNS cancer. 79,000 tested, 5% active. AID 1794750
# SNB-19: SNB-19 CNS cancer cells. 81,000 tested, 2.5% active. AID 1794751
# SF-295: SF-295 CNS cancer cells; 79,000 tested, 5.6% active; AID 1794758
# HCC-2998: HCC-2998 colon cancer | 79,000 tested, 4.7% active
# U251: U251 CNS tumor cells. 80,000 tested, 5.4% active. AID 1794753
# * hit, by the source's call; . = no result given; & = joins results of further samples. The calls were made as follows: active = growth percent below 10; inactive = the rest.
SMILES,SF-539,PC-3,SF-268,DU-145,SNB-75,SNB-19,SF-295,HCC-2998,U251
Cc1ccc2c(c1)O/C(=C\c1ccc([N+](=O)[O-])o1)C2=O,45,-61*,29,-1.5*,84,93,94,64,68
CC(NCCNC(C)c1ccccc1)c1ccccc1 (configuration not stated),105,102,116,121,78,98,98,102,99
O=C1C=CC(=O)N1Nc1ccccc1,94,122,101,110,.,98,108,128,98
N#Cc1c(-c2ccc(Cl)cc2)csc1NC(=O)Nc1cccc(C(F)(F)F)c1,38,11,28,17,29,12,3.5*,20,6.0*
O=C(Oc1ccccc1)N(c1ccccc1)c1ccccc1,97,77,87,125,95,110,120,106,94
COc1ccc(/C=C(\C#N)C(=O)c2ccccc2)cc1,97,98,108,116,100,100,105,.,97
Cc1ccc(-n2c(SCCc3c[nH]c4ccccc34)nnc2-c2ccncc2)cc1,99,83,93,105,96,92,93,115,93
Cc1cc(=O)n(-c2nc(-c3cccs3)c(C#N)c(=O)[nH]2)[nH]1,101,92,98,105,101,106,104,94,110
COc1ccc2sc3c(NCCCN(C)C)nc4ccccc4c3c(=O)c2c1,1.4*,63,66,41,53,71,84,-91*,-1.2*
CSc1nc(NCc2ccccc2)c(C#N)c(-c2cccc(N)c2)n1,92,94,85,105,73,89,83,108,.
CC(=O)Nc1ccc(/C=N/N=C2c3ccccc3-c3ccccc32)cc1,84,75,84,105,96,101,94,88,96
O=C(O)c1cc(O)ccc1O,117,102,110,136,93,104,105,106,102
O=c1ncc2c([nH]1)-c1cn(Cc3ccccc3)cc1CC2,92,.,127,136,70,110,93,108,108
COc1cc2nn(-c3ccccc3N)nc2cc1OC,96,98,100,107,73,100,105,96,92
O=C(COCc1c(-c2ccccc2)no[n+]1[O-])Nc1ccc(C(=O)/C=C/c2ccc(Cl)cc2)cc1,.,72,104,119,107,97,107,125,106
COc1cc(CNC(=O)Cc2ccccc2)ccc1OCc1cn(-c2ccccc2)nn1,97,99,95,105,85,99,97,103,98
COc1ccc(-c2cc(C(=O)Nc3nc4ccc(OC)cc4s3)nc3cc(-c4ccccc4)nn23)cc1,103,90,.,115,92,97,89,98,108
COc1cc(OC)c2c(=O)c3c(CC=C(C)C)cc(OC)c(O)c3oc2c1,91,99,94,85,60,93,90,106,85
Cc1nc(-c2cc3ccccc3oc2=O)ccc1C(=O)/C=C/c1ccc(Cl)c(Cl)c1,93,101,100,102,95,99,96,107,99
COc1cc(Cl)cc(-c2nn(C(=O)NS(=O)(=O)c3cccc(Br)c3)cc2-c2ccncc2)c1,47,86,63,80,.,87,84,111,73
FC(F)(F)c1cc(Nc2cccc(Oc3ccc(NC4=NCCN4)nc3)c2)ccc1Cl,52,-37*,35,-19*,11,9.1*,-79*,-58*,-7.2*
Clc1ccc(C2=CSC3=NCCN23)cc1,101&100,83&98,102&101,101&115,96&96,101&107,92&96,102&111,102&100
Cc1ccc(C2=NN(C(=O)c3ccc(S(C)(=O)=O)cc3)C(c3ccc(C)cc3)C2)cc1 (configuration not stated),90,67,89,90,70,88,70,102,77
NC(=O)c1c(NC(=O)c2ccc(Cl)cc2)sc2c1CCC(=O)C2,43,16,48,99,45,71,96,104,24
CCOC(=O)c1nc2cc(C#N)ccn2c1C(=O)c1ccccc1,108,91,102,109,103,98,111,108,95
# The listing continues:
SMILES,SF-539,PC-3,SF-268,DU-145,SNB-75,SNB-19,SF-295,HCC-2998,U251
O=C(Cc1ccccc1)c1ccc(O)cc1,101,102,103,111,94,102,90,89,99
COc1ccc(C2CN=NC2C(=O)c2ccccc2)cc1 (configuration not stated),99,93,105,112,77,.,85,93,102
CC(C)(C)c1cc(/C=N/Nc2cc(Cl)ncn2)c(O)c(C(C)(C)C)c1,72,60,49,65,52,65,86,59,54
CCCC(CCC(=O)O)(CCC(=O)O)[N+](=O)[O-],102,97,102,99,90,109,100,97,111
O=C(CN1CCN(c2cc(=O)[nH]c3ccc(F)cc23)CC1)N1CCCc2ccccc21,94,89,81,89,53,82,104,99,93
O=C(CCc1ccco1)CCc1ccco1,104,94,104,105,86,106,109,109,97
O=C(Nc1nc(-c2ccc([N+](=O)[O-])cc2)cs1)c1ccccc1CN1C(=O)c2ccccc2C1=O,98,98,94,110,86,95,99,103,96
CC(C)(N)COS(=O)(=O)O,99,96,93,111,91,93,101,112,103
Cc1cccc(Cl)c1O,98,78,109,123,99,110,95,105,104
NC(=O)N/N=C1/CCN2CCCc3cccc1c32,104,100,.,114,97,107,105,124,106
C/C=C(\C)C(=O)N/N=C\c1cc(Cl)cc(Cl)c1O,91,94,91,109,80,94,120,91,89
COc1cc(C2CC(=O)Nc3[nH]ncc32)cc(OC)c1O (configuration not stated),90,81,98,110,85,102,103,89,89
CCC(=O)Oc1ccc(/C(=C(/C)Cc2cccc(OC)c2)c2ccc(OCCN(CC)CC)cc2)cc1,95,92,98,103,90,105,100,96,88
COc1ccc(-c2nc3sccn3c2-c2ccnc(NCCNS(=O)(=O)c3cccc4ccccc34)n2)cc1,101,100,92,103,.,95,.,96,96
CC(=O)c1cc2c(N)c(C(=O)Nc3cccc4ccncc34)sc2nc1C,94,81,98,109,98,95,85,107,101
Cc1c(C(=O)O)nnn1-c1sc2c(c1C(=O)O)CCCC2,100,88,98,112,82,99,97,104,95
COc1ccc(Cn2c(NCCN)nc(=O)n(Cc3ccc(F)cc3)c2=O)cc1,104,88,91,108,83,93,.,98,.
O=C(NCc1ccccc1)/C(=C/c1ccc([N+](=O)[O-])cc1)CC(=O)c1ccc(Cl)c(Cl)c1,92,65,85,100,80,91,97,97,82
COc1cccc(C2=NN(C(C)=O)C(c3cccc(NS(C)(=O)=O)c3)C2)c1O (configuration not stated),104,.,117,108,90,126,98,112,99
COc1ccc(/C=C/c2n[nH]c3ccc(N4CCOC4=O)cc23)cc1,-1.4*,19,13,15,-11*,18,33,31,16
Clc1nc(Cl)c2c(ccn2Cc2ccccc2)n1,87,.,96,107,96,93,101,103,83
NC1=C(O)C(=O)C(/C=C/c2ccccc2)O1 (configuration not stated),91,95,95,104,95,.,94,106,106
CCOC(=O)c1c(Nc2ccc(S(=O)(=O)Nc3ncccn3)cc2)nnc(-c2ccccc2)c1-c1ccccc1,114,.,110,125,82,95,105,.,104
C=C(C)[C@@H]1CC[C@]2(C)[C@H](CC=C3[C@@H]4[C@@H](C)[C@H](C)CC[C@]4(C(=O)OC)CC[C@]32C)[C@@]1(C)CC/C(N)=N/O,94,57,81,74,97,93,86,67,58
COc1cc(-c2nc3sc(C4CC4)nn3c2-c2ccc(F)c(Cl)c2)cc(OC)c1OC,92,.,80,94,55,62,74,80,64

# Seven structures from above, sorted by molar mass, largest number first:
SMILES,SF-539,PC-3,SF-268,DU-145,SNB-75,SNB-19,SF-295,HCC-2998,U251
COc1ccc(-c2nc3sccn3c2-c2ccnc(NCCNS(=O)(=O)c3cccc4ccccc34)n2)cc1,101,100,92,103,.,95,.,96,96
CCOC(=O)c1c(Nc2ccc(S(=O)(=O)Nc3ncccn3)cc2)nnc(-c2ccccc2)c1-c1ccccc1,114,.,110,125,82,95,105,.,104
CCC(=O)Oc1ccc(/C(=C(/C)Cc2cccc(OC)c2)c2ccc(OCCN(CC)CC)cc2)cc1,95,92,98,103,90,105,100,96,88
COc1cc(-c2nc3sc(C4CC4)nn3c2-c2ccc(F)c(Cl)c2)cc(OC)c1OC,92,.,80,94,55,62,74,80,64
C/C=C(\C)C(=O)N/N=C\c1cc(Cl)cc(Cl)c1O,91,94,91,109,80,94,120,91,89
Clc1nc(Cl)c2c(ccn2Cc2ccccc2)n1,87,.,96,107,96,93,101,103,83
O=C(CCc1ccco1)CCc1ccco1,104,94,104,105,86,106,109,109,97

# Random excerpt: 5 compounds from above, in no set order.
SMILES,SF-539,PC-3,SF-268,DU-145,SNB-75,SNB-19,SF-295,HCC-2998,U251
O=C(NCc1ccccc1)/C(=C/c1ccc([N+](=O)[O-])cc1)CC(=O)c1ccc(Cl)c(Cl)c1,92,65,85,100,80,91,97,97,82
COc1cccc(C2=NN(C(C)=O)C(c3cccc(NS(C)(=O)=O)c3)C2)c1O (configuration not stated),104,.,117,108,90,126,98,112,99
Cc1c(C(=O)O)nnn1-c1sc2c(c1C(=O)O)CCCC2,100,88,98,112,82,99,97,104,95
COc1ccc(/C=C/c2n[nH]c3ccc(N4CCOC4=O)cc23)cc1,-1.4*,19,13,15,-11*,18,33,31,16
COc1ccc(C2CN=NC2C(=O)c2ccccc2)cc1 (configuration not stated),99,93,105,112,77,.,85,93,102

# Additional compounds.
SMILES,SF-539,PC-3,SF-268,DU-145,SNB-75,SNB-19,SF-295,HCC-2998,U251
N#C/C(=C(\CCCO)NCCCC(=O)O)c1nc2ccccc2[nH]1,97,92,102,112,90,110,106,105,103
S=c1oc(-c2cc(-c3ccccc3)nc3ccccc23)nn1CN1CCOCC1,114,86,98,103,100,94,104,99,95
Cc1cc(C)c2cc(N)c(Cl)nc2n1,95,95,99,110,99,107,96,109,95
COc1ccc(CNC(=O)C(=O)[C@H](Cc2ccccc2)NC(=O)c2[nH]c3ccccc3c(=O)c2C)cc1OC,100,96,104,110,92,95,100,112,102
COC(=N)N(Cc1ccccc1)Cc1ccccc1,126,110,106,119,92,112,91,99,114
Nc1nc(Nc2ccc(Cl)cc2)c2cc[nH]c(=O)c2n1,101,75,108,114,113,118,110,106,95
COc1ccc(-c2nc3sc4cc(OC)ccc4n3c2-c2nc3ccc(Cl)cc3[nH]2)cc1,86,82,91,102,54,109,100,101,107
COc1cc(C(=O)/C=C/c2cn(-c3ccccc3)nc2-c2cccc(Nc3ccnc4cc(Cl)ccc34)c2)cc(OC)c1OC,98,107,94,77,107,116,117,108,88
